# Hsp90 Hop PPI: changes Hsp90-Hop TPR2A binding signal, up or down. AlphaScreen TPR2A-His6 binding biotin-Hsp90 C-terminal peptide. Potency, µM (top dose mostly 57 µM), inactives show at the top dose activity change, negative = inhibition. hit rate 0.44% among 71,000; active = well fitted curve in either direction with a large enough effect; inconclusive = small, poorly fitted or top-dose-only effect, or another doubt; also: potency is read from the fitted curve at half-maximal effect; % is scaled to controls: 0 for no effect and ±100 for the full control effect; many of its hits are not listed in these tables
# Fluorescein fluor: compound fluoresces in the fluorescein spectral region; hit rate 0.91% among 59,000; max fluorescein-equivalent concentration, M; AID 593; Compound autofluorescence, 480/540 nm, fluorescein-equivalent; stronger effect = higher value; in the data active = max fluorescein-equivalent concentration above about 10 nM; inconclusive = between about 1.1 nM and that limit
#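 Fluorescein stocks ranging 3 mM down to 300 nM, plus DMSO blanks, were pinned alongside compounds to build a per-plate standard curve. Buffer: 100 mM Tris, pH 8.0. Incubation 15 min, room temperature; filters 480/540 nm.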
# CRE Fsk mod: CRE-bla signaling modulation under forskolin stimulation. hit rate 2.5% among 71,000. Potency, µM (series often up to 38.2 µM), for inactives: at the highest dose activity change, negative = inhibition, hits mostly activators. CHO CRE-bla reporter (cAMP response element driving beta-lactamase), forskolin EC10, beta-lactamase ratio. AID 662; active = well fitted activation curve with a large enough effect in the signal ratio, with a control signal flat, not every such curve was filed as active; inconclusive = small, poorly fitted or top-dose-only effect, or effect the other way, or a change in a side signal; the % refers to the signal ratio; also: potency is read from the fitted curve at half-maximal effect; % of control where 0% means no effect
#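 qHTS titration format; CRE-bla CHO reporter; stimulus EC10 NKH 477, a water-soluble forskolin. Read: CCF4 460/530 nm ratio. Potency expressed as AC50 for activators or inhibitors.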
# Luciferase inh: inhibitors of firefly luciferase | P08659 | purified firefly luciferase, luminescence, 8 min | Potency, µM (doses to about 57.1 µM), inactives show at the highest dose activity change, negative = inhibition, actives largely listed as inhibitors | hit rate 2.2% among 72,000; also: potency is read from the fitted curve at half-maximal effect; % is scaled to controls: 0 for no effect and ±100 for the full control effect; nearly all actives have a fitted effect of over 40% in size
# Target sequence (P08659 whole entry, looked up): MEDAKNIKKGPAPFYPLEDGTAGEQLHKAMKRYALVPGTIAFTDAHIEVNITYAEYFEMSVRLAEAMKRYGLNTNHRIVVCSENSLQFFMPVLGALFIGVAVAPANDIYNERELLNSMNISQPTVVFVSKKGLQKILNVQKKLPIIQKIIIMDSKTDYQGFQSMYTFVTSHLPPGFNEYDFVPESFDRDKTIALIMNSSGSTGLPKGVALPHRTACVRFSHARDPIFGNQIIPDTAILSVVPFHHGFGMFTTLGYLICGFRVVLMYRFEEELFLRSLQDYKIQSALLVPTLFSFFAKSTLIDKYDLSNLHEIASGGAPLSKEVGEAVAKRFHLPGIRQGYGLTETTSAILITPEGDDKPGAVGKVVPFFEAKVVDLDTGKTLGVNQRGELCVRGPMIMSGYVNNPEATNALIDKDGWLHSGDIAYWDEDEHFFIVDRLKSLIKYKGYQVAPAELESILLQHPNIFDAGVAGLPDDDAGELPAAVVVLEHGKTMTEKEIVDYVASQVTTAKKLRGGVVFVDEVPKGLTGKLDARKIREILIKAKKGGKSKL
#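 qHTS concentration-response profiling: light output of P. pyralis luciferase with luciferin and 10 uM ATP, imidazole buffer pH 7.2. Read by luminescence after 8-min room-temperature incubation.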
# ERK AVP inh: vasopressin-driven ERK pathway inhibition | HEK293-V1b, vasopressin-stimulated pERK AlphaScreen | Potency, µM (titrated, usually from 57.5 µM), for inactives: top-dose activity, negative = inhibition, usual class: inhibitors | hit rate 0.99% among 72,000; also: potency is read from the fitted curve at half-maximal effect; % is scaled to controls: 0 for no effect and ±100 for the full control effect; nearly all actives have a fitted effect of over 55% in size
#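 HEK293 cells stably expressing V1b receptor, preincubated 30 min at 37 °C with compound, then stimulated 5 min with 25 nM vasopressin. Phospho-ERK by AlphaScreen SureFire after 5 h RT; normalized to DMSO and vasopressin; AC50 by Hill fit.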
# Ub-GFP proteasome: inhibits proteasome, raising ubiquitin-GFP reporter fluorescence; Ubiquitin-GFP reporter cells, proteasome inhibition, GFP fluorescence; response scale: untreated = 0%, 10 µM MG-132 = 100%; Potency, µM (highest dose often 45.9 µM), inactives show at the top dose activation (GFP accumulation), most hits filed as activators; 67,000 tested, under 10 active; AID 526; active = well fitted activation curve with a large enough effect, not every such curve was filed as active; inconclusive = small, poorly fitted or top-dose-only effect, or another doubt; inactive = no such curve, though single readings can be large or run the other way; also: potency is read from the fitted curve at half-maximal effect
#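 Proteasome blockade was scored as a rise in GFP-expressing U2OS cells carrying a ubiquitin(G76V)-GFP construct, imaged after 4 hr compound treatment at 37 °C across a 46 uM–2.9 nM series.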
# Epigenetic mod: epigenetic GFP locus derepression in mouse cells | mouse C127i GFP locus derepression, cytometry, 30 h | Potency, µM (series often up to 46.1 µM), without a hit: at the top dose GFP derepression (activation) | hit rate 0.09% among 68,000; also: % of control where 0% means no effect
#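 Locus derepression in mouse mammary C127i cells whose integrated CMV-GFP reporter is normally silent; GFP expression after 30 h compound treatment was quantified by counting fluorescent cells.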
# Texas Red fluor: compounds fluorescent in Texas Red spectral region. Compound fluorescence, Texas Red channel, 547/618 nm; stronger effect = higher value. max dye-equivalent concentration, M. hit rate 0.06% among 59,000; in the data active = max dye-equivalent concentration above about 10 nM; inconclusive = between about 1.1 nM and that limit
#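 Spectral interference profiling: each compound concentration's relative fluorescence, read with a 547 nm excitation and 618 nm emission filter pair, was normalized to a per-plate Texas Red standard curve.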
# A350 autofl: A350 region autofluorescence; Compound autofluorescence, 340/450 nm, Alexa 350 dye-equivalents; stronger effect = higher value; max dye-equivalent concentration, M; hit rate 11% among 59,000; AID 590; in the data active = max dye-equivalent concentration above about 10 nM; inconclusive = mostly about 1.1 nM to 9.6 nM
# 4MU fluor: compounds fluorescent in 4-MU spectral region | AID 589 | hit rate 11% among 59,000 | max dye-equivalent concentration, M | compound autofluorescence, 340/450 nm, 4-MU equivalents; stronger effect = higher value; in the data active = max dye-equivalent concentration above about 10 nM; inconclusive = mostly about 1.1 nM to 9.6 nM
#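 Compounds in 100 mM Tris, pH 8.0, sat 15 min at room temperature before fluorescence was read at 340 nm excitation/450 nm emission; a per-plate six-point 4-MU standard curve converted signals to dye-equivalent concentration at each compound concentration.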
# HBB splice mod: alters splicing of the hemoglobin beta chain | HBB splicing reporter cell assay, activation; EGFP reporter with mutant IVS2-654 intron; response scale: normalised to 500 nM splice-correcting PNA | Potency, µM (highest dose often 46.1 µM), without a hit: top-dose activation, actives largely listed as activators | hit rate 0.06% among 65,000; also: potency is read from the fitted curve at half-maximal effect; 0% is about no effect
#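 HeLa cells stably expressing EGFP interrupted by mutant beta-globin intron 2 (IVS2-654), 500/well in 2% FCS. Treated with compound for 2 days at 37C. Splicing correction scored as total well GFP intensity (488 nm excitation, 500-520 nm emission); 500 nM antisense PNA served as control.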
# * marks the source's active call; other numbers are inactive results; i = inactive; ? = inconclusive; . = not tested or not shown; [ ] = dose if it differs, or a comment. Unless noted, calls follow the shape of the dose curve; as a rule, active = well fitted curve in the direction sought with a large enough effect; inconclusive = small, poorly fitted or top-dose-only effect, or another doubt; inactive = no such curve, though single readings can be large; an effect the other way counts as inactive or inconclusive. These rows are one share of the data, so the mix of outcomes need not match the whole.
SMILES,Hsp90 Hop PPI,Fluorescein fluor,CRE Fsk mod,Luciferase inh,ERK AVP inh,Ub-GFP proteasome,Epigenetic mod,Texas Red fluor,A350 autofl,4MU fluor,HBB splice mod
CC1(C)NC(=O)N(CC(O)COC2CCCCC2)C1=O (stereo unspecified),2.2%,i,-3.5%,4.1%,22.1%,1.8%,2.3%,i,i,i,-1.4%
Cc1cccc2nc(CNc3ccc(F)cc3)cn12,-9.5%,i,0.4%,-8.6%,-20.3%,1.7%,-3.2%,i,?,i,-0.8%
O=C(COc1ncnc2ccccc12)NC(=O)NCc1ccccc1,2.8%,?,0.3%,0.8%,-6.6%,-0.6%,0.0%,i,i,i,0.1%[57.5 µM]
COc1cccc(NC(=O)C2CCCN(S(=O)(=O)c3ccc(-n4cnnn4)cc3)C2)c1 (stereo unspecified),-2.8%,i,-7.6%,6.2%,-12.4%,-0.4%,-0.3%,i,i,i,.
O=C(CCS(=O)(=O)c1cc(Br)cc2c1N(C(=O)C1CC1)CC2)NCc1ccco1,-4.0%,?,?,-1.3%,-10.3%,-3.7%,7.1%,?,i,i,-5.3%
COc1ccc(C2CC(=O)C3=C(C2)NC(C)=C(C#N)C3c2ccc(N(C)C)cc2)cc1 (stereo unspecified),?,.,-2.7%,2.7%,?,-9.1%,-1.6%,.,.,.,-0.2%
CCc1ccccc1NC1c2ccccc2C(=O)N1c1cccnc1 (stereo unspecified),0.3%,i,?,4.2%,1.8%,-1.6%,0.0%,i,i,i,-3.3%
Cc1cc(C)nc(NC(=O)C(C)N2C(=O)c3ccccc3C2=O)n1 (stereo unspecified),-0.3%,?,0.3%,1.4%,2.2%,-5.8%,-2.0%,i,i,i,0.1%
CCCCS(=O)(=O)Nc1ccc2c(c1)ncn2C1CCCCC1,1.7%,i,3.3%,-2.3%,-1.0%,-3.6%,-5.3%,?,i,i,-1.4%
Cc1nnc(SCC(=O)NCc2cccs2)[nH]c1=O,-0.9%,i,-10.2%,4.6%,14.0%,12.0%,4.7%,i,i,i,0.7%
Cc1ccc(OC(=O)NC2CCS(=O)(=O)C2)cc1C (stereo unspecified),5.0%,i,?,-1.3%,13.2%,3.6%,-2.0%,i,i,i,6.3%[1.84 µM]
CSc1ncnc2nc[nH]c12,-2.2%,.,12.6µM*,1.7%,.,-0.7%,.,.,.,.,-0.2%
Cc1c(C(=O)Nc2cccc(C(F)(F)F)c2)oc2ccc(S(=O)(=O)N3CCOCC3)cc12,-2.8%,?,23.3%,1.9%,?,1.8%,2.1%,i,i,i,-3.4%[57.5 µM]
c1cncc(-c2nnc(-c3cccnc3)nn2)c1,-7.8%,i,3.7%,-4.9%,-14.0%,-1.5%,-1.4%,i,i,i,.
CC(C)c1cc(C(=O)Nc2cc(Cl)ccc2O)no1,1.0%,i,18.8%,15.8µM*,-13.4%,0.1%,0.0%,i,i,i,-2.3%
FC(F)(F)c1nnc2sc(-c3ccncc3)nn12,-3.1%,i,?,0.9%,-16.2%,2.1%,0.0%,i,i,i,2.0%[57.5 µM]
NC1=NC2(CCC(c3ccccc3)CC2)n2c(nc3ccccc32)N1 (stereo unspecified),-9.8%,i,?,1.0%,18.3%,-16.1%,-1.2%,i,i,i,-1.2%
Cc1noc(C)c1C(=O)N1CCC2(CCN(Cc3ccc(C#N)cc3)CC2)CC1,2.9%,i,1.4%,0.5%[11.4 µM],?,7.1%,2.3%[9.22 µM],i,i,i,0.1%
Cc1ccc(-n2nc3c(c2NC(=O)c2c(-c4ccccc4Cl)noc2C)CSC3)cc1,-4.1%,i,?,1.0%,-15.2%,-3.1%,0.0%,i,?,i,-1.8%
CN1CCN(C(=O)c2cc(-c3ccc(O)cc3)on2)CC1,-1.5%,.,-8.2%,-8.1%,-8.9%,-13.2%,3.4%,.,.,.,-0.5%
O=C(C1CCN(CC2CCCCC2)CC1)N1CCCC1,-4.1%,.,-1.0%,1.7%,-6.0%,-8.7%,-1.8%,.,.,.,-0.7%
O=C(CSc1nnc(-c2cccs2)o1)N1CCc2ccccc21,1.8%,i,-4.5%,-11.6%,10.2%,-15.3%,0.0%,?,i,i,-1.7%
CC1=C(C(=O)Nc2ccc(Cl)cc2)C(c2cccs2)n2nnnc2N1 (stereo unspecified),1.6%,i,?,1.8%,-15.7%,-8.1%,4.8%,?,?,?,-0.4%
O=C(O)CCNCC(=O)O,-0.9%[11 µM],i,-2.4%[7.6 µM],2.9%[11.4 µM],3.2%[11.5 µM],0.5%[9.17 µM],-1.3%[9.22 µM],i,i,i,1.9%[9.22 µM]
COc1ccc(CNc2ncnc3ccc(-c4ccccc4C#N)cc23)c(OC)c1,-2.6%,i,3.16µM*,1.9%[2.29 µM],-13.7%,0.7%,-5.1%[9.22 µM],i,?,i,0.8%
# Following part.
SMILES,Hsp90 Hop PPI,Fluorescein fluor,CRE Fsk mod,Luciferase inh,ERK AVP inh,Ub-GFP proteasome,Epigenetic mod,Texas Red fluor,A350 autofl,4MU fluor,HBB splice mod
CC1CCCCN1CCNC(=O)c1cnn2ccccc12 (stereo unspecified),-3.7%[2.3 µM],.,5.2%,1.2%,-10.8%,2.9%,.,.,.,.,-0.2%
O=C(CC1N=C2c3ccccc3N=C(SCc3ccccc3Cl)N2C1=O)NCc1ccco1 (stereo unspecified),-13.2%,i,2.6%,1.3%,1.1%,9.6%,1.4%,i,1.73e-08M*,1.79e-08M*,-2.2%
NC(=O)CSc1nnc(Cn2c(=O)sc3ccccc32)n1CCc1ccccc1,-0.8%,.,1.8%,0.7%,-3.5%,-2.9%,0.0%,.,.,.,-0.6%
CCn1cnc2cc(NCc3ccncc3)ccc21,-9.1%,?,3.3%,-2.7%,-3.1%,1.4%,-2.0%,?,i,i,0.3%
NC(=O)CCn1c(=O)oc2ccccc21,?,?,-4.5%,1.0%,19.2%,0.2%,0.0%,i,i,i,-0.6%
NC(=O)C1CCN(c2nc(C3CC3)nc3c2nnn3Cc2ccccc2)CC1,-3.0%,i,18.8%,0.4%,?,-2.5%,-3.4%,i,i,i,.
CCOC(=O)c1ccccc1NC(=O)CSc1ncc(C(=O)OCC)c(N)n1,6.3%,i,?,5.7%,21.7%,-4.3%,-1.2%,i,i,i,.
COCCn1nnnc1C(c1ccc(Cl)cc1)N1CCSCC1 (stereo unspecified),2.4%,i,-0.5%,2.9%,-9.3%,-3.1%,3.8%,i,i,i,.
O=C(NCc1cccs1)c1csc2ccccc12,-1.5%,i,4.6%,-15.0%,0.6%,-4.0%,0.0%,i,i,i,-0.6%
O=c1cc(-c2ccc(Cl)cc2)[nH][nH]1,7.3%,i,0.4%,-1.4%,3.5%,-2.3%,-2.2%,i,i,i,-0.2%
CCc1nnc(NC(=O)C2CCCCC2)s1,-0.9%,.,12.7%,0.5%,-21.9%,10.2%,-2.0%,.,.,.,-1.2%
CCOC(=O)C(NC(=O)CC)(Nc1cc(C)on1)C(F)(F)F (stereo unspecified),-2.0%,i,-7.7%,2.1%,6.6%,-1.0%,-1.0%,i,i,i,0.0%
COc1ccc(OC)c(CN2C(=O)c3ccccc3C2C(=O)NCc2cccnc2)c1 (stereo unspecified),-2.0%[2.3 µM],.,5.3%,-0.3%,-21.7%,-21.7%,.,.,.,.,-1.3%
Nc1cc(-c2ccccc2)ccc1O,-9.3%,i,-2.4%,?,13.6%,-4.8%,2.3%,i,i,i,-0.5%
Cc1ccc(C(=O)C2COC(=O)C2)cc1 (stereo unspecified),-3.3%,?,-7.1%,4.9%,-7.7%,.,0.0%,i,?,?,3.5%[0.369 µM]
O=C(O)c1ccc(OCc2ccccc2)c(Cl)c1,-3.8%[11 µM],?,2.8%[7.6 µM],2.2%[11.4 µM],-4.7%[11.5 µM],-6.2%[9.17 µM],2.3%[9.22 µM],i,i,i,0.9%[9.22 µM]
Cn1c(=O)[nH]c(=O)c2c1nc(NCCCn1ccnc1)n2Cc1cccc(Br)c1,-0.5%,?,8.3%,1.5%,-13.2%,0.9%,2.6%,i,i,i,-1.7%
COc1ccc(OCCSc2ncccn2)cc1,5.8%,i,7.3%,25.1µM*,33.1%[activator],-3.2%,8.1%,i,i,i,8.0%
CC(=O)c1n[nH]nc1Nc1nc(C)cc(C)n1,-7.2%,i,7.8%,0.6%,-14.0%,-0.8%,0.4%,i,i,i,-0.8%
Cc1ccccc1OCC(=O)Nc1cccc(N(C)S(C)(=O)=O)c1,-3.9%,i,14.7%,20µM*,-8.5%,1.7%,-2.1%,i,i,i,-1.3%
CCOC(=O)Cc1csc(NC(=O)CSc2nnnn2-c2ccc(F)cc2)n1,1.4%,i,1.1%,4.5%,12.8%,-3.4%,0.0%,i,i,i,0.0%[57.5 µM]
Cc1ccccc1Cn1ccc(NC(=O)c2onc(C)c2Cl)n1,0.9%,.,14.0%,?,-6.0%,4.6%,6.9%,.,.,.,-1.3%
CCC(C)Sc1nnc(Cc2cc(=O)[nH]c(=O)[nH]2)n1-c1ccc(OC)cc1 (stereo unspecified),-2.9%[2.3 µM],.,-2.7%,3.3%,3.2%,-11.9%,.,.,.,.,0.6%
O=C(O)CS(=O)(=O)CC(=O)O,-2.0%,i,3.4%,0.7%,29.0%,0.0%,-1.2%,i,i,i,.
CCn1cc(C(=O)N2CCN(c3ccccn3)CC2)c2cc(OC)c(OC)cc2c1=O,1.5%,?,?,0.1%,-29.1%,0.9%,-1.2%,i,i,i,0.3%
